# G9a block – inhibitors of human histone lysine methyltransferase G9a; Q96KQ7; G9a H3K9 monomethylation, AlphaScreen, 2 h; Potency, µM (doses to about 102 µM), without a hit: top-dose activity, negative = inhibition, hits mostly inhibitors; 350,000 tested, 8.8% active; AID 504332; also: % is scaled to controls: 0 for no effect and ±100 for the full control effect; nearly all actives have a fitted effect of over 75% in size
#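 G9a (20 nM) preincubated 15 min RT with compounds, then 500 nM biotinylated H3K9 peptide and 20 uM SAM added; 2 h RT reaction. Monomethyl-H3K9 product detected by AlphaScreen with anti-H3K9me1 antibody, streptavidin donor and anti-rabbit IgG acceptor beads.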
# POLI inh – DNA polymerase iota (human) inhibition | Q9UNA4 | 390,000 tested, 1% active | Potency, µM (highest dose often 115 µM), without a hit: at the top dose activity, negative = inhibition, actives largely listed as inhibitors | Pol iota fluorescent replication assay, 10 min
#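 Fluorescent replication assay read twice, at 0 min and 10 min after adding 50 nM (final) substrate. Enzyme (10 nM) and compounds were first incubated 15 min at room temperature; enzyme-free buffer wells were negative controls.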
# Pol beta inh – blocks human DNA polymerase beta activity | 340,000 tested, 1.3% active | P06746 | Pol beta primer extension/strand displacement, fluorescence kinetic | Potency, µM (top dose mostly 114 µM), without a hit: at the highest dose activity change, negative = inhibition, hits mostly inhibitors | AID 485314; also: % is scaled to controls: 0 for no effect and ±100 for the full control effect
#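 Homogeneous kinetic assay of primer extension and strand displacement by 10 nM Pol beta, preincubated 15 min at room temperature with compound before 50 nM substrate (final) was added. Read at 0 and 10 min; four-parameter Hill fit.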
# BLM inh – inhibitors of human Bloom syndrome helicase BLM | 350,000 tested, 0.2% active | AID 2528 | recombinant BLM DNA unwinding, fluorescence dequenching | Potency, µM (series often up to 56.1 µM), without a hit: top-dose activity change, negative = inhibition, hits mostly inhibitors;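 also: plate controls were vehicle for no effect and no enzyme for full effect; nearly all actives have a fitted effect of over 35% in size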
# POLH inh – blocks human DNA polymerase eta activity | Q9Y253 | recombinant Pol eta, fluorescent DNA replication assay | Potency, µM (titrated, usually from 114 µM), for the others: top-dose activity change, negative = inhibition, actives largely listed as inhibitors | 390,000 tested, 1.2% active | AID 588591; also: % is scaled to controls: 0 for no effect and ±100 for the full control effect
#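 Pol eta (10 nM) was preincubated with compounds for 15 min at room temperature, after which fluorescent replication substrate (50 nM final) was added to start the reaction. Fluorescence was read kinetically at 0 and 10 min.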
# APEX1 inh – inhibitors of human APE1 endonuclease | P27695 | recombinant APE1, TAMRA/BHQ-2 abasic DNA cleavage fluorescence | Potency, µM (top dose mostly 65.8 µM), for the others: top-dose activity change, negative = inhibition, hits mostly inhibitors | 350,000 tested, 0.35% active | AID 2517;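 also: plate controls were vehicle for no effect and reference inhibitor for full effect; nearly all actives have a fitted effect of over 55% in size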
#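 APE1 at 0.75 nM preincubated 15 min at room temperature with compound. Reaction then started with 50 nM double-stranded THF-abasic substrate labelled with TAMRA/BHQ-2, and 525/598 nm fluorescence read kinetically. Activity taken as third-minus-first read difference, normalized to DMSO and NSC13755 controls.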
# POLK inh – inhibitors of human DNA polymerase kappa; purified Pol kappa, fluorescent DNA synthesis assay, 10 min; Potency, µM (highest dose often 107 µM), inactives show at the top dose activity, negative = inhibition, most hits filed as inhibitors; 400,000 tested, 0.53% active; also: % is scaled to controls: 0 for no effect and ±100 for the full control effect
#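 Kinetic fluorescence screen: compound preincubated 15 min RT with 10 nM enzyme; 50 nM substrate (final) initiates; reads at 0/10 min.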
# BAZ2B block – inhibitors of human BAZ2B bromodomain; AlphaScreen BAZ2B-H3K14Ac peptide displacement; Potency, µM (top dose mostly 114 µM), for inactives: at the highest dose activity change, negative = inhibition, most hits filed as inhibitors; 360,000 tested, 4.4% active; also: % is scaled to controls: 0 for no effect and ±100 for the full control effect; nearly all actives have a fitted effect of over 60% in size
#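 Compounds, titrated to a top concentration of 110 uM, were incubated 30 min at room temperature with preformed BAZ2B/acetyl-K14 H3 peptide complex (50 nM each). Proximity signal was measured by AlphaScreen after 20 min with beads.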
# Anesthetic bind – binds horse apoferritin like a general anesthetic. P02791. apoferritin/1-aminoanthracene competitive binding, fluorescence. Potency, µM (doses to about 77.5 µM), without a hit: at the top dose activity change, negative = displacement, most hits filed as inhibitors. 350,000 tested, 0.074% active. AID 485281; also: % is scaled to controls: 0 for no effect and ±100 for the full control effect; nearly all actives have a fitted effect of over 20% in size
#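 Horse-spleen apoferritin (10 uM) was mixed with 50% saturated 1-aminoanthracene in PBS, exposed to compounds for 10 min at room temperature, and read for fluorescence (ex 380 nm, em 535 nm). Competitive displacement was fitted with a four-parameter Hill equation.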
# Starred values were filed as active, the others as inactive; ? = inconclusive; . = no result given; [ ] = another dose, or the depositor's remark. Calls follow the shape of the dose curve; as a rule, active = well fitted curve in the direction sought with a large enough effect; inconclusive = small, poorly fitted or top-dose-only effect, or another doubt; inactive = no such curve, though single readings can be large; an effect the other way counts as inactive or inconclusive. Potency is read from the fitted curve at half-maximal effect.
SMILES | G9a block | POLI inh | Pol beta inh | BLM inh | POLH inh | APEX1 inh | POLK inh | BAZ2B block | Anesthetic bind
N#CCCN(C(=O)Nc1ccccc1)c1ccccc1 | 0.4%[12.7 µM] | 21.0% | -22.1% | -8.5% | -21.6% | -0.7% | -7.1% | 6.4% | 20.7%
O=C(CCc1ccc(S(=O)(=O)N2CCOCC2)cc1)Nc1nc(COc2ccccc2)cs1 | ? | 8.8% | 18.3% | -19.1% | -14.0% | 2.7% | -13.5% | 2.4% | -11.6%
Cc1c(C(C)C)c(=O)n(-c2ccc(S(=O)(=O)NC3CC3)cc2)n1C | -7.6% | 9.8% | 8.2% | -5.2% | 4.1% | 3.3% | -2.6% | -10.1% | -10.8%
COC(=O)c1c(C(=O)OC)c(-c2cccc(C)c2)n2c1CS(=O)(=O)C2 | 1.5% | -14.6% | 9.3% | -2.2% | -11.6% | 4.8% | 0.5% | -6.7% | -6.0%
O=C(COC(=O)c1cccc(F)c1)Nc1ccc(Cl)cn1 | . | 31.8%[activator] | . | . | -13.5% | 47.9%[activator] | 0.5% | . | .
CCOC(=O)c1cnc2c(c(C)nn2CC)c1Cl | 21.2% | 146.9%[activator] | 19.2% | -6.3% | -16.8% | 0.9% | -3.2% | 7.6% | -10.1%
CCOC(=O)c1ccc(CSC(=N)N)o1 | -5.8% | -20.7% | 15.4% | -0.7% | 2.5% | -0.8% | -10.2% | -0.7% | -1.5%
CCC(C)NC(=O)c1ccc(NC(=O)CC2SC(N3CCCC3)=NC2=O)cc1 (centres undefined) | 17.2%[2.33 µM] | -3.8% | . | . | -14.6% | 3.1% | -20.7% | 3.7% | .
Cc1cc(C2=NNC(=Nc3ccc(S(=O)(=O)N4CCOCC4)cc3)SC2)c(C)n1CC1CCCO1 (centres undefined) | 7.94µM* | ? | -0.6% | -9.5% | -10.5% | 12.1% | -5.7% | 3.7% | -14.9%
Cc1cc(C)cc(OCC(=O)NN2Cc3ccccc3C2=N)c1 | 2.5%[12.7 µM] | -4.0% | -1.4% | -4.5% | -3.6% | 5.9% | -7.3% | -15.0% | -11.3%
CSc1nc(C)c(CCO)c(=O)[nH]1 | -19.5% | 20.9% | -15.6% | -2.0% | 2.3% | -3.5% | -23.6% | -9.5% | -2.5%
CC1CCC(NC(=O)CC2Oc3ccccc3NC2=O)CC1 (centres undefined) | -26.3% | -5.7% | 27.0% | -1.7% | -1.1% | -4.0% | -12.6% | -4.1% | ?
CCCSc1nc(NCc2ccco2)c2c3c(sc2n1)COC(C)(C)C3 | 12.0%[12.7 µM] | ? | ? | -21.5% | ? | -1.9% | ? | ? | ?
CC(C)c1ccc(NC(=O)C2CCC(CNC(=O)[C@@H]3Cc4ccccc4CN3)CC2)cc1 (some centres undefined) | . | ? | ? | -0.8% | 7.1% | -9.3% | -5.1% | -4.9% | -14.1%
COc1cccc(NS(=O)(=O)c2ccc(C)c(C(=O)N3CCCCC3)c2)c1 | 8.9% | 28.2% | 5.2% | -3.7% | -2.1% | 0.5% | -3.2% | -17.5% | -3.7%
CC(C)(C)c1ccc(OCC(=O)Nc2ccncc2)cc1 | 29.4% | 81.2%[activator] | -28.3% | -2.2% | -17.2% | 6.1% | -15.8% | -24.1% | ?
COc1ccc(Br)c(C(=O)NCCC(C)C)c1 | 23.7%[59 µM] | -3.9% | -15.4% | 1.7% | -11.6% | 4.4% | -5.5% | 6.8% | -9.3%
Cc1cc(Cl)ccc1OCC(=O)N(Cc1ccco1)Cc1ccccc1F | 66.9%[activator][59 µM] | -9.4% | 20.0% | -7.6% | 1.4% | . | -6.8% | 64.2%[activator] | 70.9%[activator]
CCOC(=O)N1CCN(C(=O)c2cc3c(-c4ccc(Cl)cc4)nn(C)c3s2)CC1 | -20.0% | 8.5% | 0.3% | 2.8% | -3.9% | 3.4% | 5.8% | 1.5% | -19.5%
Cc1cc(C)c(S(=O)(=O)NCC(c2ccco2)S(=O)(=O)c2ccccc2)c(C)c1 (centres undefined) | 8.8%[59 µM] | 3.4% | 3.3% | -0.9% | -19.8% | . | -4.0%[60.1 µM] | 19.4% | 168.7%[activator]
CC(=O)c1cccc(NS(=O)(=O)c2ccc3c(c2)N(C(C)=O)CCO3)c1 | 28.7% | -5.6% | -24.8% | 2.2% | -0.8% | 36.6% | -28.3% | -2.1% | -9.6%
Cc1cccc(N2CCN(c3ncnc4c3cnn4-c3ccc(Cl)cc3)CC2C)c1 (centres undefined) | 2.9%[59 µM] | 6.6% | -20.1% | -2.8% | -6.0% | . | 2.6%[60.1 µM] | -3.6% | 6.9%
CCCn1c(SCC(=O)N2CCCc3ccccc32)nc2c1c(=O)n(C)c(=O)n2C | 5.3% | 7.2% | -2.0% | 2.5% | -20.4% | -7.8% | -1.7% | 29.2% | -9.4%
CC(=O)c1ccc(NC(=O)c2ccc3snnc3c2)cc1 | . | ? | 25.1µM* | -11.5% | ? | -18.0% | -14.0% | -6.2% | -0.1%

# Overlap with the part before: 2 compounds, followed by the next part.
SMILES | G9a block | POLI inh | Pol beta inh | BLM inh | POLH inh | APEX1 inh | POLK inh | BAZ2B block | Anesthetic bind
CCCn1c(SCC(=O)N2CCCc3ccccc32)nc2c1c(=O)n(C)c(=O)n2C | 5.3% | 7.2% | -2.0% | 2.5% | -20.4% | -7.8% | -1.7% | 29.2% | -9.4%
CC(=O)c1ccc(NC(=O)c2ccc3snnc3c2)cc1 | . | ? | 25.1µM* | -11.5% | ? | -18.0% | -14.0% | -6.2% | -0.1%
COC(=O)C1=CN(Cc2cccs2)C=C(C(=O)OC)C1c1cccc(O)c1 | 57.2%[activator] | 45.7%[activator] | -1.0% | -9.1% | -12.6% | -0.1% | -12.2% | 10.2% | 269.3%[activator]
Cc1ccc2c(c1)-c1c(cnn1CC(=O)N1CCN(c3ccccc3F)CC1)CO2 | 10.6%[59 µM] | 13.2% | 18.4% | -3.5% | -6.4% | . | 12.5% | -0.1% | -1.0%
O=c1[nH][nH]c(=O)n1-c1ccccc1 | . | 11.0% | 7.0% | -1.7% | -5.9% | -1.9% | -6.8% | -2.5% | -1.3%
Cc1cccc(-c2ncc(CN3CCCC(CO)(Cc4cccc(Cl)c4)C3)cn2)c1 (centres undefined) | -0.1% | 30.3% | ? | -14.6% | -24.0% | -4.3% | 2.9% | -26.3% | -7.6%
CCOC(=O)c1ccc(NC(=O)CC2SCCNC2=O)cc1 (centres undefined) | 2.7%[59 µM] | 4.7% | -4.9% | -1.9% | 8.8% | 6.8% | -7.7% | . | -9.9%
Cc1ccccc1NC(=O)CSCC(=O)Nc1ccccc1C | 11.3%[59 µM] | -6.7% | 9.9% | -1.5% | -10.6% | 4.9% | -2.0% | 0.2% | -12.5%
COc1cc2ncc(C(=O)c3ccc(C)cc3)c(N3CCCCC3)c2cc1OC | 8.91µM* | -12.7% | 11.8% | -8.1% | -5.8% | . | -7.4% | ? | -12.2%
CCN(CC)CCN1C(=O)C(=O)/C(=C(/O)c2ccc(OC(C)C)cc2)C1c1cccs1 (centres undefined) | -31.4% | 21.0% | 3.4% | -3.1% | -15.9% | 3.2% | -12.1% | -4.1% | -5.6%
CCn1c(C)cc(/C=C2\SC(=O)N(CC(=O)Nc3ccc(C)c(C)c3)C2=O)c1C | 17.6% | 1.8% | 1.0% | -5.2% | -16.9% | -0.6% | -0.6% | 0.4%[57.1 µM] | -13.1%
Cc1ccc(S(=O)(=O)N2[C@@H](c3cccc(Cl)c3)C(C(=O)O)=CC[C@H]2c2ccc(Cl)cc2)cc1 | 10.7%[2.33 µM] | -6.9% | . | . | ? | 13.2% | -19.5% | 8.9% | .
O=C(N/N=C/c1ccc(Cl)cc1Cl)Nc1ccccc1 | 29.1%[0.501 µM] | 23.0% | 18.2% | -1.7% | -15.2% | 4.0% | 0.0% | -18.7% | -14.2%
COc1ccc(CCNC2=NCC(C)S2)cc1 (centres undefined) | 0.1% | 5.7% | 43.3% | 2.0% | -14.8% | 1.2% | -13.4% | 2.7% | -10.9%
COc1ccc(-c2[nH]c3c(c2-c2c(-n4cccc4)n(C)c(=O)n(C)c2=O)c(=O)n(C)c(=O)n3C)cc1 | 2.5%[59 µM] | 33.3%[activator] | 29.1% | -2.2% | -17.0% | . | 6.5% | -3.2% | -1.2%
CC(=O)N1CCN(c2nnc(-c3ccccc3)c3ccccc23)CC1 | 7.1% | 13.5% | -10.0% | -1.3% | -17.1% | 12.8% | 8.7% | 0.1% | -4.1%
O=C(NC(=S)N(CCO)Cc1ccccc1)c1ccc(F)cc1Cl | 20.6%[2.33 µM] | 35.3%[activator] | 9.8% | -5.8% | -15.5% | 23.6% | -6.1%[60.1 µM] | -2.7% | -9.7%
CCOC(=O)c1c(NC(=O)CSc2nc3cc(Cl)ccc3c(=O)n2Cc2ccco2)sc(C(=O)N(C)C)c1C | -6.9% | ? | 0.3%[57.1 µM] | -2.6% | -15.4% | -3.3% | -10.9% | 2.3% | -4.3%
CCCCn1c(N)c(N(CCOC)C(=O)c2ccc(COc3ccccc3)o2)c(=O)[nH]c1=O | ? | 31.0%[activator] | . | . | -11.1% | -2.3% | -4.2% | -3.2% | .
O=C(Cc1ccccc1)Nc1ccc(S(=O)(=O)N2CCCC2)cc1 | -37.8% | 39.3%[activator] | 35.2% | -4.1% | -6.8% | -15.9% | -2.4% | -5.9% | -7.0%
COc1ccc(CNC(=O)COC(=O)c2cc(C)nc3ccccc23)cc1 | . | 15.9% | . | . | 0.7% | -19.7% | -10.3% | . | .
COc1cc(C(=O)NCCCc2ccccc2)cc(OC)c1OC | 19.4%[0.501 µM] | -18.2% | -0.9% | 3.4% | -5.6% | -11.8% | -3.8% | 17.5% | -8.2%
C/C(=N/NC(=O)CN1CCN(S(=O)(=O)c2ccc(C)cc2)CC1)c1cccc(O)c1 | -4.6%[59 µM] | -4.1% | -19.4% | -3.0% | -3.5% | -1.7% | -16.2% | -2.7% | 2.8%
COc1ccc(C2CC(=O)C(C3NCCc4ccccc43)=C(O)C2n2cncn2)cc1 (centres undefined) | 61.1% | 50.8%[activator] | 7.8% | 4.0% | 2.0% | 3.7% | -17.8% | 12.9% | -8.5%

# Only part of the results is shown, so the mix of outcomes need not match the whole.
